# Source: PubChem
# 14-3-3 PPI: 14-3-3 gamma protein interaction modulation | FP, 14-3-3gamma / TMR-pS259-Raf peptide binding | inhibition, % at 40 µM | hit rate 0.19% among 160,000 | AID 422; in the data active means inhibition above about 30%;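 further: 0% = protein plus tracer without compound and 100% = blank with tracer alone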
# Target sequence (P61981 whole entry, looked up): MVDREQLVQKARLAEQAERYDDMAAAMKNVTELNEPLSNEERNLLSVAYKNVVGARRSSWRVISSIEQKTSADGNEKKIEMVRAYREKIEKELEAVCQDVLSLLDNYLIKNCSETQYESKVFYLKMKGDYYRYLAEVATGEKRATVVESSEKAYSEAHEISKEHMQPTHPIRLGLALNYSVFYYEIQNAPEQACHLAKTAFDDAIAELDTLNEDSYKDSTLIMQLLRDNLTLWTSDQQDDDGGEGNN
# Starred values were filed as active, the others as inactive; & = joins results of further samples. The list is partial; rates above refer to the full screens.
SMILES,14-3-3 PPI
COc1ccc(C2CC(=O)C3=C(C2)NC(C)=C(C(=O)OC(C)C)C3c2cccc(Br)c2)cc1OC (configuration not stated),1
CCOc1cc(C(=O)N(C)Cc2cc3ccccc3[nH]c2=O)cc(OCC)c1OCC,-3
CCCc1[nH]nc2c1C(c1cc(OC)cc(OC)c1)C(C#N)=C(N)O2 (configuration not stated),-3
CN1CCN(c2cc(NCCCC(=O)O)c3c4c(onc24)-c2ccccc2C3=O)CC1,-67
CSC1=NCCN1C(=O)c1cc(C)cc(C)c1,-1
Cc1cccn2c(=O)c3cc(C#N)c(=O)n(-c4c(C)n(C)n(-c5ccccc5)c4=O)c3nc12,-3
Cc1ccc(N2C(=O)C3C(C2=O)C2C=CC3C23CC3)c(C)c1 (configuration not stated),0
O=C(CSc1nc2cc(S(=O)(=O)N3CCOCC3)ccc2o1)NC1CCCc2ccccc21 (configuration not stated),0
COCCCNC(=O)CSc1nc2ccsc2c(=O)n1-c1ccc(F)cc1,-6
Cc1cc(C(=O)O)c(NC(=O)c2ccccc2)s1,-10
Nc1ncnc2c1CCC2,-4&-6
Cc1ccc(N2C(=O)CSC2c2ccccc2[N+](=O)[O-])cc1 (configuration not stated),6

# Reformatted: results already given.
compound	14-3-3 PPI
COCCCNC(=O)CSc1nc2ccsc2c(=O)n1-c1ccc(F)cc1	-6
Cc1cc(C(=O)O)c(NC(=O)c2ccccc2)s1	-10
Nc1ncnc2c1CCC2	-4&-6
Cc1ccc(N2C(=O)CSC2c2ccccc2[N+](=O)[O-])cc1 (configuration not stated)	6

# (list continues)
SMILES,14-3-3 PPI
CC(C)C1=CC23CCC4C(C)(C(=O)O)CCCC4(C)C2CC1C1C(=O)N(c2ccc(O)cc2)C(=O)C13 (configuration not stated),-24
O=C(O)c1ccc2c(c1)C1C=CCC1C(c1ccncc1)N2 (configuration not stated),-2
Cc1cc(C(=O)OCC(=O)Nc2ncc(C(F)(F)F)cc2Cl)c(C)o1,-20
COc1ccccc1C(=O)N(Cc1cccs1)C1CCS(=O)(=O)C1 (configuration not stated),-8
CC(C)c1ccccc1NC(=O)COc1ccc(Cl)cc1,-5
O=[N+]([O-])c1ccc(-c2cc(-c3ccncc3)nc3ccc4ccccc4c23)cc1,9
C=CCc1cc(C)cc(C)c1OCCn1cncn1,0
C=CCNc1nc(Nc2ccc(Cl)cc2)nc(OCC)n1,-5
Cc1ccc(OCC(=O)Nc2c[nH]c(=O)[nH]c2=O)cc1,2
O=C(NCc1ccccn1)Nc1ccc(Cl)c(Cl)c1,-9
O=C(OCCOCCN=C1NS(=O)(=O)c2ccccc21)c1ccncc1,8&8
O=C1C(Nc2ccccc2)=CC(=NS(=O)(=O)c2cccs2)c2ccccc21,-79
CCC1Oc2ccccc2N(CC(=O)NC2CCCC(C)C2C)C1=O (configuration not stated),-6
Cc1sc2ncn(CC(=O)NCCCN3CCOCC3)c(=O)c2c1S(=O)(=O)N1CCC(C)CC1,-6
CCc1nnc(NC(=O)CCC(=O)N2CCCC2)s1,3
CCOCCOC(=O)C1=C(C)NC2=C(C(=O)CC(c3ccc(Cl)cc3)C2)C1c1ccc(F)cc1 (configuration not stated),2
O=c1c2[nH]c3ccccc3c2ncn1CCN1CCCCC1,-4
CC(C)Oc1ccc2c(C(F)(F)F)cc(=O)oc2c1,0
CC(=O)CC(=O)Nc1cccc(Cl)c1,5
O=C(NCCN1CCN(c2ccccc2)CC1)C1C2C=CC3(CN(Cc4ccccc4Cl)C(=O)C13)O2 (configuration not stated),-8
COc1ccc(CCN2C(=O)c3ccccc3C2(O)c2ncc[nH]2)cc1OC (configuration not stated),-1
Cc1ccc(N=C2C(=O)Nc3ccccc32)c(C)c1,1
COC(=O)c1[nH]c2cccc(OC)c2c1NC(=O)CCN1CCN(c2ccccc2OC)CC1,-7
CCc1nc2c(sc3nc4c(cc32)COC(C)(C)C4)c(=O)n1CCN1CCOCC1,-5
CCc1ccccc1NC(=O)c1cc2c(=O)n3ccccc3nc2s1,5
CCS(=O)(=O)Nc1ccc(-c2nnc(SCC(=O)c3cccc(OC)c3)o2)cc1,-13
CCOc1ccc(C2NC(=O)c3n[nH]c(C)c32)cc1 (configuration not stated),-5
CC1CC(C)CN(CCCNC(=O)C2CC(=O)N(C3CCCC3)C2)C1 (configuration not stated),2
COc1ccc(NS(=O)(=O)c2ccc(C)c(C(=O)O)c2)cc1,-3
COC(=O)C1C(c2ccc(Cl)cc2)C(C(=O)OC)S(=O)(=O)CS1(=O)=O (configuration not stated),-9
COc1cc(C2NC(=O)NC(C)=C2C(=O)Nc2cccc(C)c2C)cc(OC)c1OC (configuration not stated),0&-1
Cc1ccccc1NC(=O)c1ccccc1NC(=O)c1ccc([N+](=O)[O-])cc1,-145
Cc1cc(NCCN2CCOCC2)n2nc(C)c(-c3ccccc3)c2n1,1
CC1CCCN(CC(=O)Nc2ccc(S(=O)(=O)NC3CCCCC3)cc2)C1 (configuration not stated),-11
COc1ccc(C2=NCC(CSc3nccc(=O)[nH]3)S2)cc1 (configuration not stated),-3
Cc1sc2ncn(CC(=O)Nc3nc4ccccc4s3)c(=O)c2c1S(=O)(=O)N1CC(C)CC(C)C1 (configuration not stated),-60

# 13 entries from above, arranged by SMILES length, ascending.
SMILES,14-3-3 PPI
CC(=O)CC(=O)Nc1cccc(Cl)c1,5
Cc1ccc(N=C2C(=O)Nc3ccccc32)c(C)c1,1
O=c1c2[nH]c3ccccc3c2ncn1CCN1CCCCC1,-4
CCOc1ccc(C2NC(=O)c3n[nH]c(C)c32)cc1 (configuration not stated),-5
CCc1ccccc1NC(=O)c1cc2c(=O)n3ccccc3nc2s1,5
Cc1cc(NCCN2CCOCC2)n2nc(C)c(-c3ccccc3)c2n1,1
CC1CC(C)CN(CCCNC(=O)C2CC(=O)N(C3CCCC3)C2)C1 (configuration not stated),2
COc1ccc(CCN2C(=O)c3ccccc3C2(O)c2ncc[nH]2)cc1OC (configuration not stated),-1
CCc1nc2c(sc3nc4c(cc32)COC(C)(C)C4)c(=O)n1CCN1CCOCC1,-5
COC(=O)C1C(c2ccc(Cl)cc2)C(C(=O)OC)S(=O)(=O)CS1(=O)=O (configuration not stated),-9
COC(=O)c1[nH]c2cccc(OC)c2c1NC(=O)CCN1CCN(c2ccccc2OC)CC1,-7
O=C(NCCN1CCN(c2ccccc2)CC1)C1C2C=CC3(CN(Cc4ccccc4Cl)C(=O)C13)O2 (configuration not stated),-8
Cc1sc2ncn(CC(=O)Nc3nc4ccccc4s3)c(=O)c2c1S(=O)(=O)N1CC(C)CC(C)C1 (configuration not stated),-60

# Going on with the list:
SMILES,14-3-3 PPI
Cc1ccc(NC(=O)CSc2nnc(-c3ccc(N)cc3)n2C)c(C)c1,-3
Cn1c(/C(C#N)=C(\O)COc2ccc3ccccc3c2)nc2ccccc21,-9
Cn1c(Cl)cnc1-c1cc(=O)c2cc(Cl)ccc2o1,-7
CC(=O)Nc1ccc2nc(NC(=O)c3ccccc3Oc3ccccc3)sc2c1,-7
O=C(c1ccco1)N1CCN(S(=O)(=O)c2ccc(S(=O)(=O)NC3CCCC3)cc2)CC1,0
O=C1c2ccccc2-c2c1c(-c1ccccc1[N+](=O)[O-])nc1ccc3ccccc3c21,-7
CC(=O)c1ccc(N2C(=O)C3C4C=CC(C4)C3C2=O)cc1 (configuration not stated),-8
CCOC(=O)c1ccccc1NC(=O)Cn1cnc2c(nnn2-c2ccc(C)cc2)c1=O,-8
CC1=C(C(=O)OC2CCCCC2)C(c2ccc(C(F)(F)F)cc2)C2=C(CCCC2=O)N1 (configuration not stated),2
COc1ccccc1C(=O)Nc1nnc(-c2ccc(F)cc2)o1,-2
Cc1ccc2cc(C#N)c(SCC(=O)NCc3ccco3)nc2c1,-22
COc1ccc(C2C(C(=O)NCCC3=CCCCC3)c3ccccc3C(=O)N2c2ccc(OC)cc2)cc1 (configuration not stated),2
O=C(Nc1ccccc1)c1cccc(S(=O)(=O)Nc2ccc(C(=O)Oc3ccccc3)cc2)c1,-6
O=C1C2C3C=CC(C3)C2C(=O)N1CCCCCCN1C(=O)C2C3C=CC(C3)C2C1=O (configuration not stated),-4
O=C(c1cn(CCOc2ccc(Cl)cc2)c2ccc(Br)cc12)C(F)(F)F,2
CCn1c2ccccc2c2cc(NC(=O)COC(=O)Cc3cn4ccsc4n3)ccc21,1
CC1CCN(c2nc(-c3ccc(Br)cc3)cs2)CC1,2
O=C(NCCc1ccc(Cl)cc1)C1CCC(Cn2c(=S)[nH]c3ccsc3c2=O)CC1 (configuration not stated),7
O=C1CC(N2CCOCC2)C(=O)N1c1ccc2c(c1)OCO2 (configuration not stated),-10
O=c1c2sccc2n(Cc2cccnc2)c(=O)n1-c1cccc(C(F)(F)F)c1,-9
COc1ccc(OC)c(C2C(C(=O)Nc3ccc(Br)cn3)=C(C)NC3=C2C(=O)CCC3)c1 (configuration not stated),1
CC1(C)CC(=O)C2=C(C1)Nc1cc(C(=O)c3ccccc3)ccc1NC2c1ccccc1 (configuration not stated),-1
COc1ccccc1CNC(=O)c1ccc(Cn2nc(C)cc2C)o1,-20
N#CC1=C2Sc3ccccc3N2CCCC1=O,5
NC(CSCc1ccccc1Cl)C(=O)O (configuration not stated),2
Cc1ccccc1CSc1nc2ccccc2c(=O)n1CC1CCC(C(=O)NCc2ccco2)CC1 (configuration not stated),9
COc1ccccc1NC(=O)c1nnn(Cc2ccccc2)c1NC(C)=O,-12
COc1ccc(OC)c(C2C=C(c3ccc(I)cc3)Nc3nnnn32)c1 (configuration not stated),-4
Cc1ccc(SCCC(=O)N2CCOCC2)cc1,-2
COCCn1c(N2CCCC2)nc2c1c(=O)[nH]c(=O)n2C,-2
O=C(Nc1ncc(S(=O)(=O)c2ccc([N+](=O)[O-])cc2)s1)c1ccc(S(=O)(=O)N2CCOCC2)cc1,-11
Cc1ccc(C)c(S(=O)(=O)NCc2cccnc2)c1,-4
COc1cccc(NC(=O)c2oc3ccccc3c2NC(=O)C(C)(C)C)c1,-10
CCC(=O)Nc1nc(C)c(-c2csc(Nc3cccc(C(=O)O)c3)n2)s1,-20
O=C(Nc1ccc([N+](=O)[O-])cc1)c1ccc(C(=O)Nc2ccc([N+](=O)[O-])cc2)cc1,-6
C=CCn1c(-c2ccccc2)nn(CCC#N)c1=S,-4
CN(C)c1ccc(C=Nc2cc(Br)c3c(c2)OCCO3)cc1,9
CCCCN(CC)CCCNC(=O)CC1Oc2ccccc2NC1=O (configuration not stated),-3
NC(=O)C1CSCC1=O (configuration not stated),10
O=C1C2C(C(=O)N1CC13CC4CC(CC(C4)C1)C3)C1C=CC2C12CC2 (configuration not stated),-13
CC12CC(NC(=O)N1c1cccc(C(=O)N3CCCC3)c1)c1cc(Cl)ccc1O2 (configuration not stated),13
Cc1cc2cc(CCNC(=O)c3ccccc3Br)c(=O)[nH]c2cc1C,-1
Cc1ncc(CO)c2cc(C(=O)Nc3ccccc3Cl)c(=Nc3ccccc3)oc12,-11
O=C(Nc1ccc(Br)cn1)c1ccc(-c2cccc([N+](=O)[O-])c2)o1,-73
CCOC(=O)c1ccc(NC(=O)CSc2nccn2-c2ccccc2)cc1,3
Cc1ccc(NC(=O)C2CC(=O)N(CCc3ccccc3)C(=Nc3ccccc3)S2)c(C)c1 (configuration not stated),0
CC(=O)N1CCN(CCN=CC2=C(O)CC(C)(C)CC2=O)CC1,0
Fc1ccc(-c2n[nH]c(=S)n2CC2CCCO2)cc1 (configuration not stated),1
CN(C)C(=O)CN(c1ccc(F)c(Cl)c1)S(C)(=O)=O,-6
O=C(c1ccc(S(=O)(=O)N2CCCCC2)cc1)N1CCN(c2ccccc2)CC1,-9
CC1(C)CC2(CC(C)(C)N1)OC(=O)N(C1CC1)C2(C)O (configuration not stated),2
CC(NC(=O)c1c[nH]c2ccc(S(=O)(=O)Nc3ccc4c(c3)OCCO4)cc2c1=O)c1ccccc1 (configuration not stated),-46
CC(C)CCn1cnc2c(cnn2-c2ccc(F)cc2)c1=O,1
Cc1cc(C)n2ncc(C(=O)Nc3ccc4c(c3)OCO4)c2n1,-9
Cn1c(C(=O)NCCCN2CCOCC2)cc2c(=O)n(C)c3ccccc3c21,2
CCOC(=O)C(NCc1ccccc1OC)(NC(C)=O)C(F)(F)F (configuration not stated),-16
CCN(CC(=O)NCc1cccs1)c1nnnn1-c1ccccc1,-2
COC(=O)c1ccc(CSc2nnc(CNC(=O)c3ccccc3F)o2)o1,-3
COc1ccc(-c2sc(C(=O)O)cc2CC(=O)O)cc1,1
COc1ccc(N(CC(=O)Nc2cccc(C)c2)S(=O)(=O)c2c(C)n[nH]c2C)cc1,5
# Remaining list, next part.
SMILES,14-3-3 PPI
O=C(O)c1c[nH]c2ccc(S(=O)(=O)NCc3ccco3)cc2c1=O,-17
O=C1C2ON(c3ccccc3)C(c3ccncc3)C2C(=O)N1c1ccc(N2CCOCC2)cc1 (configuration not stated),-9
O=C(c1ccco1)[C@@H]1[C@@H]2C(=O)N(c3ccccc3)C(=O)[C@@H]2C2c3ccccc3C=CN21 (some centres not stated),-22
CCOc1ccccc1NC1=C(Cl)C(=O)N(c2cc(Cl)ccc2OC)C1=O,-12
Cc1ccc(NC(=O)C2CCN(S(=O)(=O)c3cccc4nonc34)CC2)nc1,-11&-35
CCOc1ccc2[nH]c(=O)c(CN(Cc3cccnc3)C(=O)Nc3ccccc3OC)cc2c1,1
Cc1ccnc(NC(=O)c2ccc(OCC(C)C)cc2)c1,-2
CCOc1ccccc1CNC(=O)c1cc(=O)[nH]c2ccc(S(=O)(=O)N3CCCCC3C)cc12 (configuration not stated),-11
Fc1ccc(CNc2nc(-c3ccc(Cl)cc3)cc(C(F)(F)F)n2)cc1,-24
CC(C)c1ccc(-c2csc(NC(=O)c3ccc(S(=O)(=O)N4CCCCC4)cc3)n2)cc1,12
CC(=O)c1cc(F)c(N2CCN(C(=O)c3ccco3)CC2)cc1C,0
O=C(CSc1nnc(-c2ccncc2)n1C1CCCCC1)Nc1ccccc1,-3
CCN(CC)CCCN1C(=O)C(=O)/C(=C(/O)c2ccc3c(c2)OCCO3)C1c1ccc(C)o1 (configuration not stated),-14
CCN(CC)S(=O)(=O)c1ccc(NC(=O)c2ccc(OC)cc2)cc1,-6
CC(C)(C)NCC(=O)Nc1c2c(nc3c1CCC3)CCC2,-6
CC1(C)CC(=O)c2cc(C(=O)NCCCO)c(=O)n(-c3ccc(Cl)cc3)c2C1,0
O=C(Nc1ccccn1)c1ccc(F)cc1,1
COc1ccc(Br)cc1-c1noc(C(F)(F)F)n1,1
